DAX1 inh-1 = inhibitors of human orphan nuclear receptor DAX1 (NR0B1); HEK293 Gal4-DAX1 luciferase reporter, luminescence; 0.99% of 340,000 active; inhibition, % at 6.75 µM; AID 504766; P51843;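 active = inhibition above the mean over all tested compounds plus 3 SD, cut at about 4.2% in these data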;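 note: 0% = DAX1-transfected cells with DMSO and 100% = empty-vector control cells with DMSO; inhibition shows as a rise in luminescence from relieved DAX1 repression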
Target sequence (P51843 207-470 limits assumed): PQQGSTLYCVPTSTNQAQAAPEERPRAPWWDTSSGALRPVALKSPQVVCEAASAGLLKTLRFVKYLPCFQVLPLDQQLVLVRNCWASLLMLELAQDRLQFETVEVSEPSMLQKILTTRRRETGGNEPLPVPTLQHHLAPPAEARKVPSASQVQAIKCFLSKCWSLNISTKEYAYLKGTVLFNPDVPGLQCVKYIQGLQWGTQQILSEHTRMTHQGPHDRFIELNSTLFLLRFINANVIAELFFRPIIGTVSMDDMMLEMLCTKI
GAA850 FXN act = activators of GAA850 frataxin (FXN) promoter; HEK293 lucGAA850 FXN promoter luciferase reporter, 24 h; percent of 10 µM SAHA response; activation, % at 6 µM; 0.56% of 360,000 active; AID 540364;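 active = activation above the average of all compounds screened plus 3 SD, cutoff fixed separately per campaign, cut at about 7.5% in these data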;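 note: 0% = DMSO wells and 100% = 10 µM SAHA wells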
hgDAF-12 ag = hgDAF-12 agonism, primary luciferase screen. HEK293 GAL4-hgDAF12 UAS-luciferase reporter, agonist luminescence; normalized to butyrate control. activation, % at 6.8 µM. 1.8% of 370,000 active;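 active = activation above a cutoff set at the mean of all screened compounds plus 3 SD, cut at about 10% in these data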;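 note: 0% = DMSO wells and 100% = sodium butyrate wells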
SMARCA2 act = increases SMARCA2 function in MMTV reporter cells | MG213 cells, MMTV-luciferase reporter, dexamethasone, overnight | activation, % at 9.1 µM | 1% of 370,000 active | AID 652017; in the data active = activation above about 7.8%;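 note: 0% = vehicle wells and 100% = reference activator wells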
ssDAF-12 act = S. stercoralis DAF-12 activation, primary screen | HEK293 ssDAF-12/GRIP1 lit1-tk-luc reporter, luminescence; % of 3 µM dafachronic acid response | activation, % at 6.8 µM | 1% of 370,000 active;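 active = activation above the mean over all tested compounds plus 3 SD, cut at about 0.9% in these data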;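 note: 0% = DMSO-only wells and 100% = 3 µM delta7-dafachronic acid wells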
sPLA2-III inh = Blocks human group III sPLA2 activity; QFRET BODIPY PC-A2 liposome hydrolysis, fluorescence; inhibition, % at 12.2 µM; 0.56% of 370,000 active; AID 743126;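 active = inhibition above mean plus 3 SD of compounds lying within the high and low control bounds, cut at about 19% in these data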;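 note: 0% = median of test compound wells and 100% = no enzyme DMSO wells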
Target sequence (Q9NZ20 whole entry, looked up): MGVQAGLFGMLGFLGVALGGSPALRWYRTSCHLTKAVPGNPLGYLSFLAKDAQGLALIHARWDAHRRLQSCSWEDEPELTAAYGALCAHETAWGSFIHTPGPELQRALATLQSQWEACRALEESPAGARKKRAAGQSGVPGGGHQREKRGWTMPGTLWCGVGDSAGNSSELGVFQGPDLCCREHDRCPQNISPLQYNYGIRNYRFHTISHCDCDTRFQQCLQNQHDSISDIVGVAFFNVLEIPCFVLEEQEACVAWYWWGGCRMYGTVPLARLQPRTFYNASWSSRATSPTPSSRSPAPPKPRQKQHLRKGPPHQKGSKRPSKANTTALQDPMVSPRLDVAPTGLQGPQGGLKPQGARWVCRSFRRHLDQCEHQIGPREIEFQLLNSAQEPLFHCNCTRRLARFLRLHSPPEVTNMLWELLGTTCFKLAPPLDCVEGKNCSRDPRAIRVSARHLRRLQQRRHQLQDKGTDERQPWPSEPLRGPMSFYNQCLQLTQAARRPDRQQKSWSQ
hcDAF-12 act = activates DAF-12 receptor from parasite H. contortus; 1.4% of 370,000 active; HEK293 hcDAF-12 lit1-tk-luc reporter, luminescence; 0% DMSO, 100% Δ7-dafachronic acid; activation, % at 6.8 µM;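 active = activation above the mean of all tested compounds plus 3 SD, cut at about 5.5% in these data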;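 note: 100% = response to 3 µM Δ7-dafachronic acid high control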
DAX1 inh-2 = inhibitors of DAX1 repression of SF-1 activated StAR promoter; HEK293T StAR-luciferase reporter, SF-1/DAX-1 repression relief; inhibition, % at 6.8 µM; 1.1% of 370,000 active; AID 652010;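 active = inhibition above the mean over all tested compounds plus 3 SD, cut at about 3.6% in these data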;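 note: 0% = DAX-1 cells with DMSO and 100% = cells lacking DAX-1 with DMSO; higher inhibition means more luminescence from relief of DAX-1 repression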
GC-B act = GC-B (human) receptor activation. AID 1920062. 0.11% of 370,000 active. HEK293-GC-B cells, CNP EC30, cGMP TR-FRET; 0% at EC30 CNP, 100% saturating CNP. activation, % at 10 µM;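 active = activation at 10 µM reaching about 35% in either raw or pattern-adjusted values, limit read from the data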
KLK7 zymogen act = proKLK7 (human) activation, primary screen; P49862; purified proKLK7, EDANS-DABCYL substrate fluorescence; 100% is mature enzyme control, 0% vehicle; activation, % at 7 µM; 0.9% of 370,000 active; AID 652039;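 active = activation above the mean of all tested compounds plus 3 SD, computed per campaign excluding outliers beyond control limits, cut at about 13% in these data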
Target sequence (P49862 whole entry, looked up): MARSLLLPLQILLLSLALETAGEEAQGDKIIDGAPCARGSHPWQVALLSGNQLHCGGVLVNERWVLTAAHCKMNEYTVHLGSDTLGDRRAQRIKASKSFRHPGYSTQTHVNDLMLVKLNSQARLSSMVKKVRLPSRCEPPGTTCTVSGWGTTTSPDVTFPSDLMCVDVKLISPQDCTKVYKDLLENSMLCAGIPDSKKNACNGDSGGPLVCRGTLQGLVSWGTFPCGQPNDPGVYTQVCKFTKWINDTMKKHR
GC-A act = GC-A (human) enzyme activation | P16066 | HEK293 GC-A cells, cGMP TR-FRET, EC30 ANP; 0% at EC30 ANP, 100% saturating ANP | activation, % at 10 µM | 0.14% of 370,000 active | AID 1671463; in the data active = activation above about 40%
* hit, by the source's call; x = no result given.

SMILES	DAX1 inh-1	GAA850 FXN act	hgDAF-12 ag	SMARCA2 act	ssDAF-12 act	sPLA2-III inh	hcDAF-12 act	DAX1 inh-2	GC-B act	KLK7 zymogen act	GC-A act
COc1ccc(C(C)(C)C)cc1S(=O)(=O)N1CCN(C)CC1	0.8	2.9	-1.0	-1	-1.2	-13	-0.8	-0.4	2	-0.2	2
N#CSC(c1ccccc1)c1nc2ccccc2[nH]c1=O (configuration not stated)	0.5	-0.2	0.6	2	-0.7	-6	3.3	0.4	0	1.4	-2
COc1ccc(-c2nnnn2-c2ccc(F)cc2F)cc1	0.5	1.8	-3.5	-4	-1.6	7	0.3	-0.2	1	-0.8	3
COc1ccc(Nc2nnc(SC(C)C(=O)NC3CC3)s2)cc1 (configuration not stated)	0.3	-1.4	4.2	0	-0.4	-1	0.0	-0.5	3	1.2	0
Cc1cc(C(=O)N/N=C/c2ccccc2[N+](=O)[O-])c(C)o1	0.8	7.5	8.3	6	-1.2	-5	0.8	2.4	-5	0.2	-2
CSc1nc2c(c(=O)n1-c1ccccc1)SCC2	-0.4	3.0	1.8	-1	0.2	1	-0.6	-0.4	-2	0.3	-2
O=C(Nc1ccccc1)c1ccc(CN2CCc3ccccc3C2)cc1	-2.5	-1.9	-0.9	-4	-1.2	1	-3.8	-2.4	-4	0.0	-4
COc1ccccc1N(CC(=O)N1CCCCCC1)S(C)(=O)=O	-0.4	-1.3	0.3	2	-1.2	-2	-0.6	0.2	-2	0.4	0
C=CCN(C(=O)c1csnn1)C(C(=O)NC1CCCCC1)c1ccccc1F (configuration not stated)	0.1	-1.3	0.5	0	-0.1	5	1.5	0.0	-6	-0.2	-1
O=C(CCc1ccc(CCC(=O)c2cccs2)s1)c1cccs1	0.3	3.6	2.3	3	-0.3	-22	-0.8	0.6	6	-0.1	0
O=S(=O)(c1ccccc1)N(CC(O)COc1ccccc1)c1ccccc1 (configuration not stated)	0.7	0.7	-1.5	-3	-1.1	-10	-0.7	0.1	1	0.6	-2
C[C@@H](NC(=O)c1nc[nH]c1C(=O)N[C@@H](Cc1ccccc1)C(=O)OC(C)(C)C)c1ccccc1	-0.4	2.6	-2.3	-1	-1.4	-9	-0.4	0.3	8	-0.1	1
CCc1ccccc1NC(=O)c1ccc(-c2csc(C)n2)cc1	0.8	2.3	8.9	3	-0.1	10	2.5	2.2	3	-1.9	3
CN1N=C(C(C)(C)C)CC1=O	x	x	-3.3	-2	-1.3	5	-1.9	-0.6	4	-0.4	2
CCOC(=O)/C(C#N)=C/c1cc2ccc(C)cc2nc1Cl	0.8	2.9	1.3	1	-0.5	-6	2.1	-0.1	-10	-1.5	-9
Cc1ccc(S(=O)(=O)N2CCOCC2)cc1NC(=O)COC(=O)c1ccccc1OCc1c(C)noc1C	-1.6	-0.7	3.0	-2	-1.2	1	-3.3	-0.1	0	-0.9	-2
CC1(C2CC2)NC(=O)N(CC(=O)N2CCN(c3ccc(F)cc3)CC2)C1=O (configuration not stated)	1.0	-1.4	-0.2	1	-1.3	6	-3.2	-0.4	8	-0.2	0
Cc1ccc(S(=O)(=O)Nc2ccccc2C(C(=O)OC(C)(C)C)C(=O)OC(C)(C)C)cc1	x	x	5.4	-5	-0.7	-22	-1.4	-1.2	2	-0.3	-1
O=C1N[C@@H](Cc2ccccc2)C(=O)N2[C@@H]3N(S(=O)(=O)c4ccccc4)c4ccccc4[C@]3(Br)C[C@@H]12	1.5	1.6	-1.0	-2	-1.2	-8	4.4	-0.4	-7	0.9	-5
COc1cc2c(cc1OC)C1Cc3ccc(OC)c(OC)c3C[N+]1([O-])CC2 (configuration not stated)	1.5	-0.4	0.1	1	-1.3	9	-0.5	-0.2	1	-0.8	4
O=C(/C=C/c1ccc(F)cc1)NC(=S)N1CCOCC1	1.2	1.4	0.2	0	-0.4	12	0.0	0.2	1	0.1	6
Cc1cc(O)c(NC(=O)c2ccco2)cc1C	1.6	1.0	3.5	8.9*	-0.9	1	1.6	0.7	0	-0.5	-1
Cc1cc(O)c(CN(C)C)c2c1C(=O)/C(=C/c1ccco1)O2	0.0	-0.2	-0.1	-1	-1.4	-11	-1.8	-0.3	-2	6.0	-2
CC1Oc2ccccc2C=C1/C=N/NC(=O)c1ccncc1 (configuration not stated)	-2.5	1.3	-3.7	-4	-2.0	1	3.0	-0.4	-3	-2.6	1
CCN1CCCC1CNS(=O)(=O)c1cccc(C(F)(F)F)c1 (configuration not stated)	-0.5	-2.3	3.0	-1	-1.5	-2	0.6	0.7	2	-0.1	0
COc1cc(=O)n(C)c2cc(N(C)C)ccc12	0.8	-0.6	0.1	7	-0.9	3	-1.1	-0.8	-2	4.5	-3
CC1CCCC(C)N1C(=C(Cl)Cl)C(=C1SCCS1)[N+](=O)[O-] (configuration not stated)	-0.6	2.1	-5.1	-7	-1.0	-7	-2.0	-0.4	-1	0.7	0
CCC(O)(C(=O)Nc1ccccc1C(F)(F)F)c1ccccc1OC (configuration not stated)	0.0	-0.3	1.2	-1	-1.1	6	-0.1	0.0	-1	-0.2	1
CCOC(=O)c1cnn(CCOC(=O)C2CC2)c1NC(=O)C1CC1	0.3	0.6	-0.1	-3	-1.1	9	-0.9	-0.7	-6	0.1	2
O=C(CNS(=O)(=O)c1ccccc1)Nc1cccc([N+](=O)[O-])c1	0.8	-2.2	0.0	5	-1.1	-8	0.7	0.2	1	0.2	2
O=C(N/N=C/c1ccncc1)c1cc([N+](=O)[O-])cc([N+](=O)[O-])c1	-0.7	1.9	0.6	1	-1.0	5	-0.9	-0.2	9	0.4	-2
CCOC(=O)c1csc(NC(=O)C2CCCN(S(=O)(=O)c3ccc(C)cc3)C2)n1 (configuration not stated)	x	x	-2.6	-7	-1.8	-27	-3.0	-3.3	-3	0.2	-2
O=C(Nc1nc2ccccc2n1CCN1CCCC1)C1CCCCC1	1.4	-1.5	-2.1	-4	-0.8	0	0.7	-1.2	-3	-0.2	-3
COc1ccc(C(=O)Nc2c(N)nc(SCC(=O)Nc3ccc(C(C)=O)cc3)[nH]c2=O)cc1	0.1	1.5	-0.2	-2	-0.7	3	-1.2	0.0	5	0.1	2
COc1cc2nc(CN(C)Cc3ccc(C(C)(C)C)cc3)[nH]c(=O)c2cc1OC	2.1	-0.4	-2.1	-2	-1.6	0	-0.3	0.6	-12	0.1	-22
COc1cc(/C(C)=N/NC(=O)CSc2nnc(C)s2)ccc1O	0.9	1.8	-2.9	-2	-1.4	-5	-1.0	0.1	-1	-0.1	-1
Cc1ccc(NC(=O)N(Cc2ccco2)C(C)c2ccco2)cc1C (configuration not stated)	0.1	-0.2	0.8	-2	-1.4	-8	0.1	-0.2	-3	-0.1	-9
CCOC(=O)c1c(C)[nH]c(=S)c(C#N)c1-c1ccc(Cl)cc1	-0.8	1.4	-1.3	-3	-1.4	15	-2.0	-0.6	2	-0.4	2
CCN1CCN(C(=O)c2ccc(N3CC4CC(C3)c3cccc(=O)n3C4)c([N+](=O)[O-])c2)CC1 (configuration not stated)	1.0	-0.4	0.3	-2	-1.8	1	-1.1	-0.4	1	-0.2	3
Cc1nc2ccccn2c1P(=O)(c1ccccc1)c1ccccc1	x	x	2.0	x	-1.9	3	-1.4	x	-15	x	-13
O=C(O)COc1ccc2c(c1)CCCC2	0.4	2.5	-1.6	0	-1.0	4	0.2	0.1	0	-0.2	-2
Cc1ccc2c(COC(=O)c3ccccc3OC(F)F)cc(=O)oc2c1	-0.8	1.7	-0.2	4	-1.2	6	1.2	-0.1	-14	-0.5	1
COc1ccc(/C(N)=N/OC(=O)CSc2ccccc2)cc1	2.3	5.0	7.4	1	0.2	0	2.0	3.6	0	0.1	2
O=C(COc1ccc(Cl)cc1)OCC(=O)N1CCCc2ccccc21	0.8	-0.1	0.0	-3	-0.3	-1	0.5	0.3	-3	0.2	6
C=C1CCC[C@]2(C)C[C@H]3OC(=O)C(CNCC(OC)OC)[C@H]3CC12 (some centres not stated)	-0.4	0.2	1.2	-3	-1.3	3	0.3	-0.7	-1	-0.6	4
O=C(Nc1cccc2c1CCCC2)c1cccc(F)c1	-1.0	1.6	-4.1	-3	-1.8	9	-0.3	-0.1	1	-0.3	3
C=CCSc1nc(N)cc(=O)[nH]1	-1.4	1.4	-2.7	-4	-1.1	11	0.8	0.2	0	-0.1	-2
CS(=O)(=O)N(CC(=O)N1CCN(Cc2ccc3c(c2)OCO3)CC1)c1ccc2c(c1)OCO2	1.9	3.1	-2.5	-2	-1.0	-6	-0.7	-1.5	3	-0.2	1
O=[N+]([O-])c1ccccc1OC/C(=N\O)c1ccccc1	0.6	4.2	2.0	1	-0.8	-16	2.5	0.6	-2	-0.3	-1
Cc1noc(C)c1NC(=O)Nc1ccc2c(c1)C(=O)N([C@H](C)CO)C[C@H](C)[C@@H](CN(C)C(=O)NC(C)C)O2	-1.2	1.6	-0.3	-1	-1.0	5	-0.4	-0.8	1	0.0	0
COc1ccc(-c2cc(CNS(=O)(=O)c3ccc(NC(C)=O)cc3)on2)cc1	-0.3	-2.4	-1.4	3	-0.7	0	-0.5	1.3	2	1.0	-2
CCC1(C)Cc2sc3c(=O)[nH]c(=S)[nH]c3c2CO1 (configuration not stated)	1.2	0.8	1.1	2	-0.4	1	-0.6	0.3	1	0.7	-2
Fc1ccc(-c2noc(-c3ccc4c(c3)CCO4)n2)cc1	x	1.8	8.2	4	0.4	17	3.4	2.5	-3	0.5	2

Molecules listed so far with a nitro group on carbon:
SMILES	DAX1 inh-1	GAA850 FXN act	hgDAF-12 ag	SMARCA2 act	ssDAF-12 act	sPLA2-III inh	hcDAF-12 act	DAX1 inh-2	GC-B act	KLK7 zymogen act	GC-A act
Cc1cc(C(=O)N/N=C/c2ccccc2[N+](=O)[O-])c(C)o1	0.8	7.5	8.3	6	-1.2	-5	0.8	2.4	-5	0.2	-2
CC1CCCC(C)N1C(=C(Cl)Cl)C(=C1SCCS1)[N+](=O)[O-] (configuration not stated)	-0.6	2.1	-5.1	-7	-1.0	-7	-2.0	-0.4	-1	0.7	0
O=C(CNS(=O)(=O)c1ccccc1)Nc1cccc([N+](=O)[O-])c1	0.8	-2.2	0.0	5	-1.1	-8	0.7	0.2	1	0.2	2
O=C(N/N=C/c1ccncc1)c1cc([N+](=O)[O-])cc([N+](=O)[O-])c1	-0.7	1.9	0.6	1	-1.0	5	-0.9	-0.2	9	0.4	-2
CCN1CCN(C(=O)c2ccc(N3CC4CC(C3)c3cccc(=O)n3C4)c([N+](=O)[O-])c2)CC1 (configuration not stated)	1.0	-0.4	0.3	-2	-1.8	1	-1.1	-0.4	1	-0.2	3
O=[N+]([O-])c1ccccc1OC/C(=N\O)c1ccccc1	0.6	4.2	2.0	1	-0.8	-16	2.5	0.6	-2	-0.3	-1

From PubChem BioAssay
